S1P2 blocker: human S1P2 receptor antagonists, primary screen, cell-based; Sphingosine 1-phosphate receptor 2 (Homo sapiens), O95136; cell-based S1P2 antagonist assay, inhibition at 5 uM; inhibition, % at 5 µM; 97,000 tested, 0.21% active; AID 736, 2007; in the data active = inhibition above about 45%;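 note: CRE beta-lactamase reporter cells expressing human S1P2 stimulated with S1P; 0% = agonist at EC80 alone and 100% = agonist plus reference antagonist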
Plk1 PBD FP: Plk1 polo box domain binding inhibitors, primary screen, biochemical, fluorescence polarization. Plk1 PBD phosphopeptide binding. Serine/threonine-protein kinase PLK1 (Homo sapiens), P53350. inhibition, %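 (tested at about 20 µM)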. 97,000 tested, 0.13% active; in the data active = inhibition above about 34%, passing the limit was not always enough
MT1-MMP txn act: MT1-MMP promoter reporter activation – cell-based, luciferase luminescence, primary screen. activation factor at 10 µM. HT1080 MT1-MMP promoter luciferase reporter, overnight; hits give high values. 86,000 tested, 0.16% active. AID 750, 2007;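 active = activation factor of at least 2 for MT1-MMP transcription at 10 µM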
FAK blocker: FAK kinase inhibitors, primary screen, biochemical; Focal adhesion kinase 1 (Homo sapiens), Q05397; biochemical FAK kinase activity assay; inhibition, %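 (tested at 7 µM)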; 97,000 tested, 0.84% active; in the data active = inhibition above about 19%;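 note: 0% = DMSO and 100% = reference compound high control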
PLK1 inh: human PLK1 kinase inhibitors, primary screen, biochemical, TR-FRET | Serine/threonine-protein kinase PLK1 (Homo sapiens), P53350 | recombinant PLK1 kinase, TR-FRET peptide phosphorylation | inhibition, % at 10 µM | 97,000 tested, 0.53% active;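 active = inhibition of 50% or more in the single-concentration screen; inactive = inhibition below 50%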;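 note: 0% = DMSO max control and 100% = H-89 dihydrochloride min control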
PLAP activator: PLAP enzyme activators, biochemical, luminescence, HTS; activation fold at 20 µM; AID 696, 2007; Alkaline phosphatase, placental type (Homo sapiens), P05187; purified PLAP enzyme, luminescent substrate read-out; hits give high values; 96,000 tested, 1.2% active; in the data active = activation fold above about 2
Rev-RRE block: HIV-1 Rev-RRE binding inhibitors, primary screen, biochemical, FRET, protein-RNA interaction | 97,000 tested, 0.79% active | inhibition, % at 8 µM | Rev peptide-RRE RNA binding | P05866;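 active = inhibition above the screen-wide mean plus 3 SD, cut at about 35% in these data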;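 note: 0% = median DMSO wells and 100% = median Neomycin B control wells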
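Probe or stimulus: fluorescein-Rev peptide as binding partner; assay system: Cy5-tagged RRE RNA duplex with fluorescein-tagged Rev peptide; timing: 5 min compound–RNA preincubation, then 15 min with peptide, 25 °C; medium: HEPES pH 7.5 buffer with KCl, MgCl2, NaCl and EDTA; signal: fluorescein-to-Cy5 FRET, 480 nm excitation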
EphB4 ephrin blk: EphB4-ephrin-B2 interaction antagonists, primary screen, biochemical, TNYL-RAW peptide probe, fluorescence polarization; Ephrin type-B receptor 4 (Homo sapiens), P54760; EphB4 LBD / TNYL-RAW-Alexa532 peptide; inhibition, % at 7 µM; 97,000 tested, 0.15% active;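 active = inhibition above the screen-wide mean inhibition plus 3 SD, cut at about 15% in these data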;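 note: 0% = DMSO wells and 100% = excess unlabeled TNYL-RAW peptide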
Target sequence (P54760 whole entry, looked up, the tested form may be a part): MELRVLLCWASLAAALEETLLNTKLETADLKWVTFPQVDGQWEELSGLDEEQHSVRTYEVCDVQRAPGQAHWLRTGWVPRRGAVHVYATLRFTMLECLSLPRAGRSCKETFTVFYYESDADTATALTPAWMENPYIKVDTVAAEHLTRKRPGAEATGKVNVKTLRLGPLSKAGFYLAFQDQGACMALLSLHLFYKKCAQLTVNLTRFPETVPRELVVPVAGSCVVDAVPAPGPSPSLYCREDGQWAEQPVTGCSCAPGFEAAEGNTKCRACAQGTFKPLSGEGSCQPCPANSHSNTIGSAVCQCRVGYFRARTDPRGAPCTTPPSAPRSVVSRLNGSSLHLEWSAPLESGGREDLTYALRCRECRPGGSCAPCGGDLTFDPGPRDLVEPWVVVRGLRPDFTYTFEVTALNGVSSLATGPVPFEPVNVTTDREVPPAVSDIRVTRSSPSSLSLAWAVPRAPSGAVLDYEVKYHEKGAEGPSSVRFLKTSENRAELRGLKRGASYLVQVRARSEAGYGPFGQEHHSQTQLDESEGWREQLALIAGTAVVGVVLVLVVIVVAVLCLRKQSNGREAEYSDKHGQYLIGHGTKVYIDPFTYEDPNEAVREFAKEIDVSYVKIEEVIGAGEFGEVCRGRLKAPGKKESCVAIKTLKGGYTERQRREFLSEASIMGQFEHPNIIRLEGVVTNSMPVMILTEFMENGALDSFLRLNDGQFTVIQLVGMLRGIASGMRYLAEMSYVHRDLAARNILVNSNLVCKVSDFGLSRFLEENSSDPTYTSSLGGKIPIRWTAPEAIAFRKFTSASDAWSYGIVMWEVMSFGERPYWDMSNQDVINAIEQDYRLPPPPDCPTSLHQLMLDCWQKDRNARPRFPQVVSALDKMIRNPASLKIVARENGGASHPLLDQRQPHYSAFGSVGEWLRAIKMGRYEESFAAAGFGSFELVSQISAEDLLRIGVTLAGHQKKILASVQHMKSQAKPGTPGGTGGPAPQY
S1P2 ag: S1P2 receptor agonists, primary screen, cell-based; Sphingosine 1-phosphate receptor 2 (Homo sapiens), O95136; S1P2-expressing cell line, agonist reporter read-out; activation, % at 4.5 µM; 97,000 tested, 0.46% active; AID 729, 2007; in the data active = activation above about 16%;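 note: 0% = vehicle low control and 100% = maximal reference agonist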
The depositor's hits bear a star; / = not tested or not shown.

SMILES	S1P2 blocker	Plk1 PBD FP	MT1-MMP txn act	FAK blocker	PLK1 inh	PLAP activator	Rev-RRE block	EphB4 ephrin blk	S1P2 ag
O=C(N/N=C/c1ccco1)c1ccccn1	16	-21	/	4	-4	1.4	11	7	-2
CCOC(=O)c1c(C)nc2sc3c(=O)n(-c4ccc(C(C)=O)cc4)cnc3c2c1-c1ccc(OC)cc1	13	-32	/	3	-14	1.4	10	-6	-2
COC(=O)c1ccc(N2CCN(CC(=O)c3ccc(-c4ccccc4)cc3)CC2)c([N+](=O)[O-])c1	16	0	/	10	-16	0.9	14	7	-3
CCOc1ccc(N2C(=O)CC(n3nc(C)cc3C)C2=O)cc1 (stereo unspecified)	0	2	1.1	-1	-12	/	0	4	-1
CCc1ccc(C(CC(=O)c2ccc(Cl)cc2)C(=O)O)cc1 (stereo unspecified)	4	-23	/	0	-5	1.2	-2	-2	-1
O=C(Cc1cccs1)Nc1nnc(Cc2ccc(F)cc2)s1	4	-7	1.1	0	3	0.7	-7	-3	-2
CN(NC(=O)c1ccc(Cl)cc1)c1nc(-c2ccccc2)nnc1C(F)(F)F	-7	-11	/	3	-6	0.9	3	-1	-8
O=C1/C(=C/c2ccccc2)NC(=S)N1C(c1ccccc1)c1ccccc1	-23	13	/	2	-5	1.4	19	-1	1
Cn1nnnc1SCc1nnc(-c2ccc(Cl)cc2)o1	10	4	1.3	-2	-16	0.9	2	-1	-5
Cc1cccc(NC(=O)c2ccccc2NC(=O)C(C)(C)C)n1	4	8	1.1	-1	-13	1	6	9	-5
O=C(Oc1cc2oc(=O)cc(-c3ccccc3)c2cc1Cl)C1CCCCC1	23	-18	/	-8	-6	1	14	4	-2
CN(C(=O)c1ccno1)c1nnc(-c2cccnc2)s1	-11	1	1	-1	4	1	5	-8	-6
C/C=C/Cn1c(SCCCc2ccccc2)nc2c1c(=O)[nH]c(=O)n2C	-32	-5	1.1	-5	-9	1.2	2	-9	2
OC(COc1ccc2ccccc2c1Br)Cn1cnc(-c2ccccc2)c1 (stereo unspecified)	-14	-15	1	0	1	1.4	16	5	-4
O=C(Cn1nc(Cc2ccncc2)c2ccccc2c1=O)N1CCN(C(=O)c2ccco2)CC1	19	13	1.1	0	-5	1.4	1	-6	-4
Cc1nonc1OCC(C)(COc1nonc1C)NC(=O)c1ccc(Cl)cc1	-13	2	1.2	-2	-15	/	21	2	2
O=C(Nc1ccc(F)cc1F)c1sccc1SCc1cccc(C(F)(F)F)c1	4	18	/	-1	-11	0.5	20	1	0
O=C(Nc1ccc(/C=C/c2nc3ccccc3o2)cc1)c1cccc(C(F)(F)F)c1	1	32	/	14	-11	0.9	16	4	3
CCOC(=O)c1c(NC(=O)COc2ncnc3sccc23)sc2c1CCC2	-10	-5	1.2	7	-9	0.9	6	1	-8
CCC(C)C1C(C#N)=C(N)Oc2n[nH]c(C)c21 (stereo unspecified)	8	22	1	3	9	/	0	-2	-3
O=C(Nc1ccc(-c2cn3ccsc3n2)cc1)C1CCCC1	9	6	0.5	1	-6	0.9	6	6	-3
O=C(Cc1ccccc1)Nn1cnc2ccccc21	-2	-49	1.2	0	-13	1.1	4	-7	-6
CCn1c(C)[n+](CCOCC[n+]2c(C)n(CC)c3cc(Cl)c(Cl)cc32)c2cc(Cl)c(Cl)cc21	-8	3	/	1	-12	0.9	-12	1	-2
COc1ccc(-c2[nH]c(-c3cccc(OC)c3)nc2SCC(=O)NCc2ccco2)cc1	-10	-10	1.1	1	-15	1.6	6	-9	-2
CN(C)c1ccc(NC(=O)CSc2nc3ccccc3c(=O)n2C2CCCCC2)cc1	26	-1	0.9	0	-12	1.4	-7	0	-4
COc1ccc2nc(C)cc(C(=O)O)c2c1	1	-2	1	0	-7	1	8	3	-5
CCOC(=O)N1CCN(C(=O)CNC(=O)c2nn(-c3ccc(OC)cc3)c(=O)c3ccccc23)CC1	18	7	/	2	-2	1.3	9	8	-5
CNC(=O)CSc1nc(-c2ccccc2)c(-c2ccccc2)[nH]1	-20	8	1.1	0	2	1.2	0	-7	-1
CS(=O)(=O)Nc1ccc2c(c1)nc1n2CCOC1	17	6	1.1	3	-6	0.9	10	2	-4
COc1ccc(/C=N/NC(=O)C(=O)NCc2cccnc2)cc1OC	14	1	/	4	-2	1.2	3	7	-7
CS(=O)(=O)N1CCc2cc(S(=O)(=O)Nc3ccc4c(c3)OCCO4)ccc21	15	4	0.9	-4	2	1.1	5	7	-5
O=C(Nc1nc2ccc(S(=O)(=O)N3CCCCC3)cc2s1)c1ccncc1	7	4	1.2	4	-15	1.7	6	14	-5
Cn1nc(C(F)(F)F)c(/C=N/OC(=O)c2ccccc2)c1SCc1ccccc1Cl	13	-1	/	3	-8	1	18	8	-10
CC(C)OC(=O)CSc1nnc(CNc2nc(-c3ccccc3)cs2)n1C	16	20	1.1	-1	6	1.4	1	1	-5
CC(C)CC(=O)Nc1cc(NC(=O)CC(C)C)cc(C(=O)NC(C)(C)C)c1	-19	-36	1.2	0	0	1	1	-6	-2
COc1ccc(-c2noc(-c3cc(Cl)ccc3Cl)n2)cc1OC	12	4	1.2	-1	-13	1	8	0	-3
Cc1ccc(NC(=O)c2c(C)nc(Nc3nc4ccccc4o3)nc2C)cc1	2	-7	1.2	-7	-7	1.9	1	-3	-6
O=C(NCC1CCCC(CNC(=O)N2CCc3ccccc32)C1)N1CCc2ccccc21 (stereo unspecified)	-1	-18	/	5	-9	1.8	4	4	-4
COC(=O)c1nn(C23CC4CC(CC(C4)C2)C3)c2c1C(=O)N(c1ccc(F)cc1)C2=O	11	10	/	-4	-10	1	9	-3	-4
Cn1c(=N)n(CC(=O)c2cccs2)c2ccccc21	22	20	/	3	0	0.9	-3	4	-6
CSc1ccc(S(=O)(=O)NCc2ccccc2)cc1	6	-3	1.2	1	-9	0.7	0	3	-1
O=C(Nc1ccccc1C(F)(F)F)Nc1cccc2ccccc12	11	-21	/	1	-10	1.1	25	-3	0
CCCCn1c(SCc2nc(N)nc(Nc3ccccc3C)n2)nc2ccccc2c1=O	-30	4	/	-3	3	1.5	4	5	0
COC(=O)c1ccccc1NC(=O)c1ccc(-c2ccc(Br)cc2)o1	-27	-2	1.4	0	-13	0.8	8	3	3
COc1cc(C(=O)Nc2ccc(O)cc2)ccc1OC(C)=O	-1	10	1.3	-1	-9	1	3	3	-7
CCn1c(CNC(=O)COc2ccc(C(C)C)cc2)nnc1SCC(=O)Nc1cc(F)ccc1C	6	-16	/	-4	-4	1.1	3	1	-9
CCn1c(C(C)NC(=O)c2cccc(C)c2)nc2ccccc21 (stereo unspecified)	-15	-6	1.1	-2	-5	1.3	0	0	-1
Cc1cc(OC(=O)CNC(=O)OC(C)(C)C)c2c(C)cc(=O)oc2c1	-16	-24	1	2	37	1	0	-3	-6
COc1ccc(OCC(=O)Nc2ccccc2C(=O)N2CCCC2)cc1	4	-8	1.1	1	-16	0.9	5	4	-9
Nc1c2c(nc3ccn(-c4ccccc4)c(=O)c13)CCCCC2	11	-14	1.2	2	-9	1.1	0	-5	-8

Some of the entries so far, bar-delimited:
canonical_smiles | S1P2 blocker | Plk1 PBD FP | MT1-MMP txn act | FAK blocker | PLK1 inh | PLAP activator | Rev-RRE block | EphB4 ephrin blk | S1P2 ag
Cc1ccc(NC(=O)c2c(C)nc(Nc3nc4ccccc4o3)nc2C)cc1 | 2 | -7 | 1.2 | -7 | -7 | 1.9 | 1 | -3 | -6
O=C(NCC1CCCC(CNC(=O)N2CCc3ccccc32)C1)N1CCc2ccccc21 (stereo unspecified) | -1 | -18 | / | 5 | -9 | 1.8 | 4 | 4 | -4
COC(=O)c1nn(C23CC4CC(CC(C4)C2)C3)c2c1C(=O)N(c1ccc(F)cc1)C2=O | 11 | 10 | / | -4 | -10 | 1 | 9 | -3 | -4
Cn1c(=N)n(CC(=O)c2cccs2)c2ccccc21 | 22 | 20 | / | 3 | 0 | 0.9 | -3 | 4 | -6
CSc1ccc(S(=O)(=O)NCc2ccccc2)cc1 | 6 | -3 | 1.2 | 1 | -9 | 0.7 | 0 | 3 | -1
O=C(Nc1ccccc1C(F)(F)F)Nc1cccc2ccccc12 | 11 | -21 | / | 1 | -10 | 1.1 | 25 | -3 | 0
CCCCn1c(SCc2nc(N)nc(Nc3ccccc3C)n2)nc2ccccc2c1=O | -30 | 4 | / | -3 | 3 | 1.5 | 4 | 5 | 0
COC(=O)c1ccccc1NC(=O)c1ccc(-c2ccc(Br)cc2)o1 | -27 | -2 | 1.4 | 0 | -13 | 0.8 | 8 | 3 | 3
COc1cc(C(=O)Nc2ccc(O)cc2)ccc1OC(C)=O | -1 | 10 | 1.3 | -1 | -9 | 1 | 3 | 3 | -7
CCn1c(CNC(=O)COc2ccc(C(C)C)cc2)nnc1SCC(=O)Nc1cc(F)ccc1C | 6 | -16 | / | -4 | -4 | 1.1 | 3 | 1 | -9
CCn1c(C(C)NC(=O)c2cccc(C)c2)nc2ccccc21 (stereo unspecified) | -15 | -6 | 1.1 | -2 | -5 | 1.3 | 0 | 0 | -1
Cc1cc(OC(=O)CNC(=O)OC(C)(C)C)c2c(C)cc(=O)oc2c1 | -16 | -24 | 1 | 2 | 37 | 1 | 0 | -3 | -6
COc1ccc(OCC(=O)Nc2ccccc2C(=O)N2CCCC2)cc1 | 4 | -8 | 1.1 | 1 | -16 | 0.9 | 5 | 4 | -9
Nc1c2c(nc3ccn(-c4ccccc4)c(=O)c13)CCCCC2 | 11 | -14 | 1.2 | 2 | -9 | 1.1 | 0 | -5 | -8

Additional compounds:
SMILES	S1P2 blocker	Plk1 PBD FP	MT1-MMP txn act	FAK blocker	PLK1 inh	PLAP activator	Rev-RRE block	EphB4 ephrin blk	S1P2 ag
O=C(OC1CCOC1=O)c1cc(-c2ccc(Cl)cc2)nc2ccccc12 (stereo unspecified)	-5	-22	1.1	-6	-4	1.1	7	3	-5
CCOc1ccccc1OCCCOc1ccc([N+](=O)[O-])cc1Cl	-7	1	/	4	-7	/	18	-9	-4
COc1ccc(S(=O)(=O)N2CCC(C(=O)NC3CC3)CC2)cc1Cl	-17	15	1	1	-13	1.2	-6	-4	0
O=C(NCc1ccccc1)C(C(=O)c1ccc(F)cc1)n1ccccc1=O (stereo unspecified)	9	-21	1.1	-4	1	1	3	0	-2
Cc1ccc(-c2[nH]nc3c2C(c2ccoc2)C(C#N)=C(N)O3)cc1C (stereo unspecified)	2	2	1.1	6	-6	0.9	3	-7	-6
O=C(NN1C(=O)c2ccc3c4c(ccc(c24)C1=O)CC3)c1ccc(Br)cc1	14	-34	/	10	-11	1.1	12	1	-6
CC(=O)N1c2ccc(S(=O)(=O)CCC(=O)O)cc2CC1C (stereo unspecified)	4	-16	1.2	-4	0	0.9	7	-2	-6
